MC4R antag cAMP: human MC4R antagonism in cAMP assay; hit rate 0.48% among 360,000; inhibition, % at 6.5 µM; MC4R-expressing cells, MTII-stimulated cAMP, LANCE TR-FRET; P32245;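 active = inhibition above its plate's cutoff, the mean of tested wells on that plate plus 3 SD, cut at about 29% in these data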;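 also: 0% = Melanotan II alone and 100% = Melanotan II plus saturating MCL0020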
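Material – human MC4R-expressing U2OS cells · Repeats – no replicates · Detection – TR-FRET with Eu-cAMP and labeled anti-cAMP, 671 nm · Times – compound 30 min, challenge 1 h, detection 1 h · Compound – single nominal compound dose of 6.5 µM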
SRC2 inh: human SRC2 (NCOA2) inhibition. inhibition, % at 9 µM. HEK293 GAL4-SRC2 luciferase reporter, luminescence. hit rate 0.17% among 370,000. AID 651957;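 active = inhibition above the mean inhibition of all tested compounds plus 3 SD, set per campaign, cut at about 52% in these data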;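 also: 0% = DMSO treated cells and 100% = cells given Gossypol at 36 µM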
NCOA3 inh: inhibits human SRC3 coactivator. Q9Y6Q9. HEK293 GAL4-SRC3 luciferase reporter, luminescence. inhibition, % at 3.6 µM. hit rate 0.17% among 360,000;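 active = inhibition above a per-campaign cutoff, the mean of all compounds plus 3 SD, cut at about 60% in these data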;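 also: 0% = DMSO-treated cells and 100% = gossypol-treated cells at 36 µM; higher means less SRC3-driven luciferase light from the GAL4 reporter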
NR5A2 inv ag: NR5A2 inverse agonism in reporter assay. HEK293T StAR-luciferase reporter, LRH-1 transfected, 24 h. inhibition, % at 3.6 µM. O00482. AID 602396. hit rate 0.13% among 360,000;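 active = inhibition above the mean inhibition of all tested compounds plus 3 SD, cut at about 73% in these data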;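 also: 0% = DMSO wells and 100% = reporter-only cells lacking LRH-1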
ABHD5-PLIN5 inh: inhibitors of human ABHD5-perilipin-5 interaction. inhibition, % at 4 µM. Split G. princeps luciferase complementation, luminescence, 4 h. hit rate 0.78% among 360,000. AID 602281. Q00G26+Q8WTS1;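 active = inhibition above the mean inhibition across every tested compound plus 3 SD, cut at about 22% in these data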;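 also: 0% = DMSO only wells and the 100% control is not disclosed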
TLR9-MyD88 inh: TLR9-MyD88 interaction inhibition | Q9NR96+Q99836 | CHO BLA complementation TLR9-MyD88, CCF4 FRET ratio | inhibition, % at 4.98 µM | hit rate 0.21% among 340,000 | AID 504734;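 active = inhibition above the mean over all tested compounds plus 3 SD, cut at about 21% in these data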;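 also: 0% = DMSO only wells and 100% = clavulanate BLA inhibitor control wells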
NOD2-RIPK2 inh: inhibitors of human NOD2-RIPK2 interaction; O43353; CHO BLA complementation NOD2-RIPK2, CCF4 ratio; inhibition, % at 4.98 µM; hit rate 0.38% among 360,000; AID 624267; in the data active = inhibition above about 21%;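 also: 0% = vehicle only and 100% = reference blocker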
NCOA1 inh: human NCOA1 inhibition; Q15788; inhibition, % at 3.6 µM; AID 588354; HEK293 GAL4-SRC1 luciferase reporter, luminescence; hit rate 0.12% among 360,000;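 active = inhibition above the campaign mean plus 3 SD, with each screening campaign given its own cutoff, cut at about 60% in these data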;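 also: 0% = DMSO treated cells and 100% = gossypol at 36 µM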
LMP1 NFkB inh: reduces LMP1-driven NF-kappaB luciferase signal | inhibition, % at 12.5 µM | AID 504558 | hit rate 0.69% among 350,000 | LMP1-induced NF-kappaB luciferase reporter cells, luminescence; in the data active = inhibition above about 41%;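 also: 0% = neutral control wells and 100% = reference inhibitor control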
COUP-TFII inh: inhibitors of human COUP-TFII (NR2F2); AID 686940; hit rate 0.7% among 370,000; HEK293T NGFI-A luciferase reporter, luminescence; inhibition, % at 8.6 µM;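 active = inhibition above a per-plate cutoff, mean inhibition of test wells between control levels plus 3 SD, cut at about 38% in these data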;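 also: cells cotransfected with COUP-TFII expression vector driving the NGFI-A reporter; 0% = median of COUP-TF2 test wells and 100% = reporter-only cells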
MC4R ag barr: human MC4R agonism via beta-arrestin | U2OS MC4R beta-arrestin complementation, luminescence; percent of melanotan II response, DMSO zero | activation, % at 8.9 µM | hit rate 0.98% among 360,000 | AID 540308;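 active = activation above a per-plate cutoff, the mean activation of sample wells on that plate plus 3 SD, cut at about 8% in these data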
* marks the source's active call; other numbers are inactive results; nt = no result given; & = joins results of further samples. Some of the compounds tested; rates above refer to the full screens.

#	NCOA1 inh	LMP1 NFkB inh	SRC2 inh	MC4R antag cAMP	MC4R ag barr	COUP-TFII inh	ABHD5-PLIN5 inh	NOD2-RIPK2 inh	TLR9-MyD88 inh	NR5A2 inv ag	NCOA3 inh	Structure
1	2	nt	-8	-4	-1.2	12	40*	0	nt	2	-10	CC1(C(=O)NCc2cccc3ccccc23)CCN1Cc1ccc(-c2ccccc2)o1 (stereo unspecified)
2	-2	2	-42	0	-0.5	6	-17	0	0	18	10	CCOc1ccc(S(=O)(=O)NCCC(=O)NC2=NCCS2)cc1
3	-33	8	-10	-2	1.5	-3	-3	-7	-5	0	12	O=Cc1cn(-c2ccccc2)nc1-c1ccccn1
4	-22	-8	-1	1	-3.0	0	6	-11	1	-23	12	CC(C)CN(C(=O)c1ccc([N+](=O)[O-])s1)c1c(N)n(Cc2ccccc2)c(=O)[nH]c1=O
5	-8	2	-9	8	-1.1	8	-1	-4	4	-24	-3	O=S1(=O)N=C(N2CCc3ccccc3C2)c2ccccc21
6	0	-4	7	-1	-1.0	-13	-4	0	-6	0	-7	Cc1occc1C(=O)N1CCN(c2ccccc2)CC1
7	-21	-5	-20	13	-3.4	23	1	-1	-10	4	-2	O=C(CNC(=O)c1ccc2c(=O)n3c(nc2c1)CCC3)Nc1ccc(F)c(F)c1
8	-19	15	-48	-31	2.2	-27	-5	-5	-16	-27	-61	COc1cc2c(cc1OC)-c1cc(Nc3ccccc3C)nc(=O)n1CC2
9	-27	-8	-7	8	-0.6	-12	0	-5	-3	-31	1	CCOC(=O)c1cnc(SCc2nc(N)nc(Nc3ccc(C)cc3)n2)nc1N
10	-6	-4	-14	-4	-0.6	13	-4	-2	-14	6	7	O=C(CCC(=O)Nc1ccc(Cl)cc1Cl)NNC(=O)Nc1ccccc1
11	12	-1	-4	10	0.3	27	2	-4	-3	-10	5	O=c1[nH]c2ccc(S(=O)(=O)Nc3ccc(-c4nnc5n4CCCCC5)cc3)cc2o1
12	-12	-18	-27	6	-2.3	-14	9	0	0	4	5	COc1cc(Nc2ccc(C(=O)O)cc2[N+](=O)[O-])cc(OC)c1
13	-23	2	23	8	-2.4	22	-6	4	1	19	0	CN(C(=O)c1cccc(NC(=O)Cc2ccc(NC(=O)C3CCCN(S(=O)(=O)c4cccc([N+](=O)[O-])c4)C3)cc2)c1)C1CCCC1 (stereo unspecified)
14	-1	-8	-1	8	-0.1	-7	-1	0	-4	-13	0	CC(C)(C)C(=O)Nc1ccc2c(c1)-c1cc(NC(=O)C(C)(C)C)ccc1C2
15	-8	6	5	3	-2.8	-7	6	-10	-38	4	-1	CCOC(=O)CSc1nc2ccccc2c(=O)n1CCC(=O)NCCc1ccc(OC)c(OC)c1
16	9	4	-12	3	4.9	-12	2	-5	15	13	-1	O=C(COC(=O)/C=C/c1ccc(S(=O)(=O)N2CCCCCC2)cc1)NCc1ccccc1Cl
17	-6	-19	4	22	0.3	-14	2	-10	-1	4	-3	COC(=O)c1cn(-c2nc(C)c3c(n2)CCC3)nn1
18	-8&10	0&8	3&-13	5&1	-1.2&-0.6	-14&-21	-7&2	8&-10	-5&7	5&-3	-1&8	COC(=O)C1=C(C)NC(C)=C(C(=O)OC)C1C(=O)OC(C)C(=O)c1ccccc1 (stereo unspecified)
19	12	-1	-25	-3	0.0	0	2	-7	4	23	-5	COc1ccc(Nc2nnc(Cc3ccccc3)c(=O)[nH]2)c(OC)c1
20	-2	-7	-40	11	-0.7	19	5	-4	-8	15	-1	Cc1nc(C)c(-c2nnc(-c3ccccc3Cl)o2)cc1C(=O)NN
21	1	-2	-26	-3	0.1	-16	0	-1	3	16	-20	O=C1CCc2cc(NS(=O)(=O)c3ccc(Cl)cc3)cc3c2N1CC3
22	-28	0	29	19	0.3	-3	3	-10	-6	-3	3	Cc1ccc(NC(=O)/C(=C/c2cccc(Br)c2)NC(=O)c2ccco2)cc1
23	-11	-3	11	6	1.4	5	0	-11	-8	-21	7	Cc1cc(NC(=O)Cc2cn3ccsc3n2)n(-c2ccccc2)n1
24	-5	9	-37	-2	2.8	7	5	-8	-4	-9	18	CN(CC(=O)Nc1ccccc1Br)C(=O)c1ccncc1
25	-1	-16	12	-6	-0.4	17	0	4	4	4	12	CN1CCN(C(=O)CCCN2C(=O)/C(=C/c3ccccc3)SC2=S)CC1
26	-26	-11	9	-13	-1.1	-53	-1	-14	-89	18	4	COc1cc2c(c(OC)c1OC)-c1ccc(N(C)CC(OC)OC)c(=O)cc1[C@@H](NC(C)=O)CC2
27	-41	-4	-53	8	-2.1	-17	0	-6	-15	-13	-44	COc1ccc(C(=O)OCc2cc(=O)n3c(C)csc3n2)cc1F
28	0	7	-9	4	-2.0	7	-1	3	3	-3	22	CCOC(=O)N1CCC(NC(=O)CSCc2cnn(-c3ccccc3)c2-n2cccc2)CC1
29	-12	-7	-1	-2	-0.6	-8	6	-9	-8	-8	2	CCOc1ccc(N2C(=O)c3cccnc3C2Nc2ccc(C)cc2)cc1 (stereo unspecified)
30	nt	nt	1	nt	nt	7	-1	-8	nt	11	nt	COc1ccc([C@H]2CC(=O)C[C@@H](CCn3cc(-c4cccnc4)nn3)O2)cc1
31	-1	-11	-16	5	2.1	-5	5	-8	0	5	10	CC(=O)N1CCN(S(=O)(=O)c2cccc(C(=O)Nc3nc4ccccc4[nH]3)c2)CC1
32	-3	-5	-17	15	-1.5	7	-2	3	0	-18	-11	Cc1nc(N2CCN(C(=O)c3ccco3)CC2)nc2c1C(=O)CC(C)C2 (stereo unspecified)
33	-35	0	-31	19	1.9	-14	-1	-6	-6	-39	-24	CCOC(=O)c1c(C)[nH]c(-c2csc(C)n2)c1C
34	-7	-8	-18	0	-1.3	-1	2	2	-5	1	18	CCCSC1=C(C#N)C(c2cccnc2)C(C(=O)OCC)=C(c2ccccc2)N1 (stereo unspecified)
35	-13	8	6	7	-0.8	11	-1	-2	-6	-8	2	CCN(CC)c1ccc(-c2nnc(SCC(=O)Nc3ccccc3C#N)n2-c2ccccc2)cc1
36	-3	1	5	-9	-2.6	12	0	-4	7	16	7	Cc1ccc(S(=O)(=O)NC(=O)Nc2cccc(S(=O)(=O)N(C)C)c2)cc1
37	-20	16	3	3	2.7	-5	-11	-5	-15	13	-6	CCOC(=O)N1CCC(NC(=O)c2ccc3c(c2)N(Cc2ccc(C)cc2)CCS3)CC1
38	-21	3	-16	-17	-1.5	2	-7	-9	5	-8	7	COc1cc(-c2cc(OC)c3c(C)oc(C)c3c(=O)c2)ccc1O
39	0	-1	-9	-1	1.9	4	10	2	-1	13	9	O=S(=O)(NC1CCCCC1)c1ccc(Cl)s1
40	-4	nt	-53	8	1.0	-6	7	3	nt	-13	-34	CCc1nc2ccc(C(=O)N3CCN(S(=O)(=O)CC)CC3)cn2c1N(CC)C(=O)NCCc1ccccc1
41	-113	-45	-25	21	-1.6	-58	3	-1	-1	-152	-123	Cc1nc(N)sc1N=Nc1ccc(Br)cc1
42	7	-7	36	1	-0.2	-9	3	3	-11	-17	4	O=C(Nc1cc(S(=O)(=O)N2CCCCC2)ccc1Cl)c1ccc(F)cc1
43	-18	4	7	-4	0.6	5	-7	-1	-3	-7	-13	CCN(CC)CCCNC(=O)c1nn2c(C(F)(F)F)cc(-c3ccccc3)nc2c1Cl
44	1	6	-26	-2	-1.4	-11	3	-7	-7	-3	-6	COc1ccc(-c2nn(-c3ccccc3)cc2/C=N/n2cnnc2)cc1OC
45	-16	0	-1	0	-4.2	-4	3	-2	4	8	10	CCS(=O)(=O)N1CCC(C(=O)NCc2ccc(OC)cc2)CC1
46	-7	1	-44	4	-1.6	-36	-2	-4	4	-67	-29	CC1C/C(=N/Nc2nc3ccccc3[nH]2)CC(C)(C)C1 (stereo unspecified)
47	-8	-1	1	4	-0.1	-4	-9	-7	-10	19	11	O=C(NCc1ccc(F)cc1)c1cc(S(=O)(=O)N2CCCCC2)ccc1Cl
48	15	4	15	17	0.1	1	-1	4	-11	-5	-6	CCOC(=O)N/N=C(\C)c1ccc(Oc2ncccn2)cc1
49	5	-3	13	0	1.7	7	6	-4	-8	-8	8	CCOc1ccc(S(=O)(=O)Nc2cc(S(=O)(=O)N(CC)CC)ccc2N2CCCC2)cc1
50	-7	0	-18	4	-1.5	2	8	17	-6	0	0	O=C(O)C1=C[C@H](c2ccc(C(F)(F)F)cc2)C[C@H](OCCCCO)O1
51	10	-7	-2	16	-0.4	4	-3	1	8	11	-1	O=c1c(F)cn(C2CCCO2)c(=O)n1Cc1ccccc1F (stereo unspecified)
52	6	7	7	3	0.9	10	4	3	-6	-2	-4	COc1ccc(C2/C=C\CN(C(=O)OCC3c4ccccc4-c4ccccc43)CC(=O)N2Cc2cccc(F)c2)cc1 (stereo unspecified)
53	-11	-4	22	9	-1.9	-4	5	-1	-7	-5	4	CN(C)c1ccc(S(=O)(=O)NCC(=O)N2CCN(S(=O)(=O)c3cccc(F)c3)CC2)cc1[N+](=O)[O-]
54	-16	-9	5	8	-1.2	-15	-3	-8	9	7	12	O=S(=O)(c1ccc(Cl)nc1)N1CCN(c2ncccn2)CC1
55	-21	5	14	4	2.5	18	-9	-9	3	-27	-2	CN(C)c1ccc(-c2ccc([C@H]3[C@@H]4C=CCC[C@@]4(C)C(=O)N3Cc3ccccc3)c(F)c2)cc1
